High-throughput results as filed in PubChem.
KCNQ2 inh: KCNQ2 potassium channel inhibitors, primary screen, cell-based, CHO-K1, FluxOR thallium flux, B-score (AID 2156). hit rate 1.1% among 310,000. O88943. 20 min; active compounds read low. B-score at 10 µM;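 active = fluorescence ratio B-score at most minus 3 library SDs, with starting brightness B-score within 2 library SDs, cut at about -5.5 in these data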
STK33 kinase inh: human STK33 kinase inhibition; Q9BYT3; purified STK33, MBP phosphorylation, ADP-Glo luminescence; inhibition, % at 10 µM; hit rate 0.073% among 320,000;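 active = inhibition at or above 25%, using the most active replicate where run in duplicate; inactive = inhibition below 25%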
Target sequence (Q9BYT3 whole entry, looked up): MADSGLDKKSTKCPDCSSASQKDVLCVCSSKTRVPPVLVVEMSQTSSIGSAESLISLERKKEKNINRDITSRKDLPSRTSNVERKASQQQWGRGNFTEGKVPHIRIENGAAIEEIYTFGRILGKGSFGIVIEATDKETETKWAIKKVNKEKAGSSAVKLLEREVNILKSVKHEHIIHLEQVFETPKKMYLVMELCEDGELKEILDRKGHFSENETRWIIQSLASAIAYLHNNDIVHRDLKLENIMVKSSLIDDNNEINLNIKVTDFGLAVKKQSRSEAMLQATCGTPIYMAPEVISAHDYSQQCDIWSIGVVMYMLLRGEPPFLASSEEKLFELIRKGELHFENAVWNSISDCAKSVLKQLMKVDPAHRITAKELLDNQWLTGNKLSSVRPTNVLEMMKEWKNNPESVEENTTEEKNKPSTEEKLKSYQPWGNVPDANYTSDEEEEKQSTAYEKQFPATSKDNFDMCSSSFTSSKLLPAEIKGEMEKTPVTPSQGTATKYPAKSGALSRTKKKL
OX1R antag: blocks the human orexin 1 receptor | hit rate 1.8% among 330,000 | O43613 | AID 485270 | inhibition, % at 6.6 µM | OX1R-expressing cells, FRET antagonist read-out; in the data active = inhibition mostly above about 38%, no sharp cut-off; inactive = mostly below about 40%;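 also: 0% = agonist challenge alone and 100% = reference antagonist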
Target sequence (O43613 whole entry, looked up): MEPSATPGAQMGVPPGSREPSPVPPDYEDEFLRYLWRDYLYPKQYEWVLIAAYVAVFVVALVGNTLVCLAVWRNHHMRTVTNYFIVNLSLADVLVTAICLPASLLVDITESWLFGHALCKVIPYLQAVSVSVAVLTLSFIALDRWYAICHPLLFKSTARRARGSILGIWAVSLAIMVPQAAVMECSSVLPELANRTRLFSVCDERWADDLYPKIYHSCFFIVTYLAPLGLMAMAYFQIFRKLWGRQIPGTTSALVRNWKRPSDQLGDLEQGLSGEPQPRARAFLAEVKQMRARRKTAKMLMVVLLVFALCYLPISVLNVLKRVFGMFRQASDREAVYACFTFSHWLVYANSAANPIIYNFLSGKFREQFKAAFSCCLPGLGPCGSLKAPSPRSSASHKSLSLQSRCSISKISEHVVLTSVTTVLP
* = called active by the depositor; i = inactive; x = not tested or not shown.

compound	KCNQ2 inh	STK33 kinase inh	OX1R antag
Cc1nc(NS(=O)(=O)c2ccccc2)sc1C(C)(C)C	i	-0.7	5.1
COCCOc1ccc(C(F)(F)F)cc1NC(=O)c1ccc(C)cc1	i	0.7	12.0
O=C(COC(=O)c1ccc[nH]c1=O)NC1CC1	x	-1.2	0.7
O=C(N/N=C/c1ccccn1)c1ccc([N+](=O)[O-])cc1	i	0.1	82.8*
Cc1cc2c(cc1S(=O)(=O)N1CCOCC1)NC(=O)CO2	i	-0.1	26.1
NC(=O)COc1ccc(Cc2ncc(C(F)(F)F)cc2Cl)cc1	i	0.0	5.4
O=C(CSC1=NS(=O)(=O)c2cc(Cl)ccc2N1)NCc1ccccc1	i	-1.8	23.2
O=C(NCCCc1ccccc1)c1ccccc1O	i	-0.2	2.7
Cc1ccccc1CS(=O)(=O)CCC(=O)O	i	0.4	10.2
COc1ccc([N+](=O)[O-])cc1N(CC(=O)NCCCOC(C)C)S(C)(=O)=O	i	-0.9	29.9
C/C(Cn1nc([N+](=O)[O-])cc1C)=N\NC(=O)COc1c(Cl)cc(Cl)cc1Cl	i	-0.6	39.4
Cc1ccc(C2(C)NC(=O)N(CC(=O)Nc3ccc(S(=O)(=O)Nc4nccs4)cc3)C2=O)cc1 (stereo not drawn)	i	-0.4	9.5
O=C(O)c1ccc(-n2ccnc2)c([N+](=O)[O-])c1	i	0.1	35.4
C/C(=N\NC(=O)C1CC1)c1ccc(Cl)c(Cl)c1	i	0.0	13.9
CC1CCN(S(=O)(=O)c2c[nH]c(=O)[nH]c2=O)CC1	i	-0.2	14.4
O=C(O)CC12CC3CC(C1)CC(n1ncc(N4CCC5(CC4)OCCO5)c(Cl)c1=O)(C3)C2	i	-0.3	20.1
CCOC(=O)[C@H]1[C@H]2COc3ccc(Br)cc3[C@@H]2N2C(=O)CN(Cc3ccco3)C(=O)[C@@]12C	x	-1.3	3.7
Cc1nc(C)n(C(=O)N(c2ccccc2)c2ccccc2)n1	i	0.1	5.5
Cc1cccc(NC(=O)C2CCC(CNC(=O)[C@@H]3Cc4ccccc4CN3)CC2)c1 (stereo partly drawn)	i	0.4	3.8
Cc1c(N(C)C)c(=O)n(-c2ccccc2)n1C	x	-1.3	2.8
Cc1cc(NC(=O)CCC(=O)N(c2cccnc2)C(C(=O)NC2CCCC2)c2ccccc2)no1 (stereo not drawn)	i	-1.4	8.6
O=C(OCc1c(-c2ccccc2)ncc2ccccc12)c1cccs1	x	-1.1	5.1
CC(=O)N1c2ccc(S(=O)(=O)N3CCCCC3)cc2CC1C(=O)Nc1ccccc1C(F)(F)F (stereo not drawn)	i	-0.1	0.7
S=C(NCCc1ccccc1)NCc1ccccc1Cl	i	-1.7	16.8
COc1ccccc1CCC(=O)Nc1ccc(C)cc1Cl	i	2.2	28.1
CCC(=O)NC(=S)Nc1ccc(NC(=O)COc2ccc([N+](=O)[O-])cc2)cc1	i	-0.6	17.5
COc1ccccc1N1CCN(C(CNC(=O)c2ccco2)c2cccnc2)CC1 (stereo not drawn)	i	-0.5	3.8
COc1ccc(CCNC(=O)COC(=O)c2cnc(C)cn2)cc1	i	0.1	5.7
CCN(C(=O)COC(=O)c1cc(S(=O)(=O)N(C)C)ccc1Cl)C1CCS(=O)(=O)C1 (stereo not drawn)	i	-0.3	4.1
CCCOc1ccccc1C1C(C(=O)OC)=CN(C(C)C)C=C1C(=O)OC	i	-0.1	15.7
COc1ccc(C(=O)NCN2CCN(c3ccccc3)CC2)cc1OC	x	-0.4	2.0
Cn1cccc1CC(=O)NNC(=O)Nc1cccc(Cl)c1	i	0.3	6.8
O=C(C1=C[C@@H]2[C@H]3C(=O)N(c4cccc(Cl)c4)C(=O)[C@H]3[C@@H](C(=O)c3ccc(Cl)cc3)N2C=C1)c1ccccc1	i	-1.6	6.2
COc1ccccc1CNC(=O)CCCNC(=O)c1ccc(Cl)cc1	i	-2.1	4.9
CC(C)(C#N)Cc1cc(CC(C)(C)C#N)cc(C(C)(C)C)c1	i	-1.8	11.2
O=C(c1cccc(S(=O)(=O)Nc2ccccc2F)c1)N1CCN(c2ccccc2F)CC1	i	0.6	26.0
CCC1CCc2sc(C(=O)NCc3ccccn3)cc2C1 (stereo not drawn)	i	0.2	-5.5
CCC(=O)Nc1c(-c2ccc(OC)cc2)c(=O)c2ccccc2n1C	i	x	22.9
COc1ccc(CNC(=O)Nc2cccc(Cl)c2)cc1	i	0.3	x
Cc1[nH]c2ccccc2c1SCC(=O)N1CCCc2ccccc21	i	0.5	30.0
N#Cc1cnc(Nc2nc3ccccc3o2)nc1-c1ccccc1	i	-0.4	10.7
CCC(C)Nc1nc(N)c([N+](=O)[O-])c(N2CCCCCC2)n1 (stereo not drawn)	i	-1.2	9.9
O=C(Oc1ccccc1)c1cc2ccccc2oc1=O	i	-0.2	11.9
COc1ccc(N2C(=O)C3CCCN3C2c2cc(OC)c(OC)cc2OC)cc1 (stereo not drawn)	i	1.1	12.1
Cc1nn2c(=S)[nH]nc2[nH]c1=O	i	-0.1	4.3
CC(=O)N1CCN(c2ccc(NC(=O)c3ccc(Cl)c([N+](=O)[O-])c3)cc2)CC1	i	0.7	21.6
Cc1c(C(=O)N2CCC2)oc2ccc(Cl)cc12	x	-4.9	7.4
CCN1CCN(C(=O)C2CCN(S(=O)(=O)c3ccc(SC)cc3)CC2)CC1	i	-0.8	16.3
Cc1cc(C)n(-c2nc3c(c(=O)[nH]c(=O)n3C)n2CC(O)COc2ccccc2)n1 (stereo not drawn)	i	0.4	17.4
CC(C)Cn1c(SCC(=O)Nc2cccc(S(N)(=O)=O)c2)nc2ccccc2c1=O	i	0.9	26.1
CCOC(=O)C1(CCOc2ccccc2)CCN(S(=O)(=O)N(C)C)CC1	i	-0.6	8.5
O=C(CS(=O)c1ccccc1[N+](=O)[O-])Oc1ccc(Br)cc1 (stereo not drawn)	i	1.5	94.5
CCc1ccc2[nH]c(=O)c(C(c3nnnn3CC3CCCO3)N3CCN4CCCC4C3)cc2c1 (stereo not drawn)	i	-0.5	8.4
CC(C)c1nnc(NC(=O)CCC(=O)N2CCN(Cc3ccccc3)CC2)s1	i	-0.9	29.0
O=CNCCCc1nc2ccccc2n1Cc1ccccc1	i	-1.6	2.3
Cc1ccc(C)c(-n2c(SCC(=O)O)nc3sc4c(c3c2=O)CCCC4)c1	i	0.3	25.2
Cc1ccc(C(=O)C(OC(=O)CN2C(=O)c3ccccc3C2=O)c2ccccc2)cc1 (stereo not drawn)	i	-2.0	21.2
O=C(NCc1ccc2c(c1)OCO2)c1ccc(S(=O)(=O)N2CCCCC2)cc1	i	0.2	0.8
O=C(CN1CCCC1)N1CCCc2c1c(=O)oc1ccc(OCc3ccccc3)cc21	i	-0.8	14.4
O=C(NCCN1CCCC1)C1CCN(S(=O)(=O)N2CCC3(CC2)OCCO3)CC1	i	-0.8	22.4

New compounds follow
compound	KCNQ2 inh	STK33 kinase inh	OX1R antag
COc1ccc(-c2cc(C(F)F)n3ncc(C(=O)N4CCCCC4)c3n2)cc1	i	0.8	41.9
COc1cc(NC(=O)COC(=O)c2ccc(C)c(S(=O)(=O)N3CCCCC3)c2)c(C)cc1[N+](=O)[O-]	i	-0.5	10.5
Cc1ccccc1C(=O)Nc1nnc(-c2ccc(F)cc2)o1	i	-2.1	7.3
Cc1ccc2oc(=O)cc(CN3CCN(Cc4ccccc4)CC3)c2c1	i	-0.9	11.4
C/C=C(\C)C(=O)NCCN1C2=NC[C@H](C(C)C)N2C[C@H]1Cc1ccc(O)cc1	i	-0.3	25.4
O=C(CCNC(=O)c1ccc(Br)cc1)NCCCSc1ccccc1	i	-0.6	12.6
CCn1c(=O)n(CC)c2cc(S(=O)(=O)N3CCc4ccccc43)ccc21	i	-1.8	13.2
CC(=O)Nc1cc2cc(NS(=O)(=O)c3ccc(Cl)cc3)ccc2oc1=O	i	-0.1	8.7
COc1ccc(CCCc2nnc(SCc3nc4ccccc4c(=O)[nH]3)n2C)cc1C	i	1.4	14.8
O=C(CSc1nnc(-c2ccco2)n1Cc1ccccc1)OC1CCCCC1	-9.37*	1.6	11.7
Cc1nnc(NC(=O)CCC(=O)NCc2cccs2)s1	i	-0.9	11.2
COc1nc(N/N=C/c2cc3c(cc2Br)OCO3)nc(N2CCOCC2)n1	i	-1.9	12.8
COC(=O)Cc1ccc(NC(=S)NCCCN2CCOCC2)cc1	i	-0.5	-0.3
COc1cccc(/C=C/C(=O)OCC(=O)c2ccc3c(c2)NC(=O)CO3)c1OC	i	-1.1	15.7
O=P(O)(O)c1ccccc1OCc1ccccc1	i	x	15.7
CCN(CC)C(=O)c1oc2ccc(S(=O)(=O)N3CC(C)CC(C)C3)cc2c1C (stereo not drawn)	i	-0.9	60.1
CC(C)CCOC(=O)C1C2C=CC3(CN(Cc4cccs4)C(=O)C13)O2 (stereo not drawn)	i	1.6	6.8
N#Cc1cccc(NC(=O)CN2C(=O)NC(Cc3ccccc3)C2=O)c1 (stereo not drawn)	i	0.4	-1.4
CC1(C)CC(=O)C(C=NCCN2CCN(C(=S)Nc3ccc(F)cc3)CC2)=C(O)C1	i	0.7	4.4
CCOC(=O)[C@@H]1[C@H]2COc3ccc(Br)cc3[C@H]2N2C(=O)N(c3ccc(C(F)(F)F)cc3)C(=O)[C@]12C	x	-0.6	5.7
COc1ccc(S(=O)(=O)ON=C2CC(C)(C)N(C(C)=O)C(C)(C)C2)cc1	i	1.4	7.6
Cc1ccc(NC(=O)CSc2nnc(CNC(=O)c3ccco3)n2C)cc1	i	0.2	-0.5
O=c1c([N+](=O)[O-])c(N2CCCC2)c2ccccc2n1-c1ccccc1	i	-0.1	-4.4
CC(Cc1cccs1)NC(=O)Nc1ccc(Cl)cc1 (stereo not drawn)	i	-2.1	25.3
O=C(Cc1ccon1)c1ccc(O)cc1O	i	-1.1	x
Cc1sc(NC(=O)c2ccccc2)c(C(=O)NCCN(C)C)c1C	i	3.5	7.9
Oc1ccccc1-c1nc(NCc2ccccc2)c2ccccc2n1	i	-0.4	8.5
CCN1CCCC1CNC(=O)c1c(O)c2c([nH]c1=O)CCCC2 (stereo not drawn)	i	1.8	14.5
Cc1cc(C)nc(SCCCNCc2c(F)cccc2Cl)n1	i	-0.9	29.1
CCOc1ccc(NS(=O)(=O)c2ccc(NS(C)(=O)=O)cc2)cc1	i	-0.8	13.1

A draw from above in order of formula weight, ascending:
compound	KCNQ2 inh	STK33 kinase inh	OX1R antag
CC(Cc1cccs1)NC(=O)Nc1ccc(Cl)cc1 (stereo not drawn)	i	-2.1	25.3
COC(=O)Cc1ccc(NC(=S)NCCCN2CCOCC2)cc1	i	-0.5	-0.3
O=C(CSc1nnc(-c2ccco2)n1Cc1ccccc1)OC1CCCCC1	-9.37*	1.6	11.7

Whole records from above:
COc1ccc(-c2cc(C(F)F)n3ncc(C(=O)N4CCCCC4)c3n2)cc1 as listed: KCNQ2 inh: i; STK33 kinase inh: 0.8; OX1R antag: 41.9
CCOC(=O)[C@@H]1[C@H]2COc3ccc(Br)cc3[C@H]2N2C(=O)N(c3ccc(C(F)(F)F)cc3)C(=O)[C@]12C as listed: KCNQ2 inh: x; STK33 kinase inh: -0.6; OX1R antag: 5.7

Next part:
compound	KCNQ2 inh	STK33 kinase inh	OX1R antag
NS(=O)(=O)c1cccc(NC(=O)CCN2C(=O)C3CCCCC3C2=O)c1 (stereo not drawn)	x	0.2	-0.6
CC(=O)Oc1c(C)c(=O)n(C)c2ccccc12	i	-0.9	7.2
CCOC(=O)C1CCCN(S(=O)(=O)c2ccc3c(c2)NC(=O)CO3)C1 (stereo not drawn)	i	x	20.1
CC(=O)C1=C(C)Nc2ncnn2C1c1ccc(O)cc1 (stereo not drawn)	i	0.1	-7.2
CCN(CC)C(=O)Cn1cc(S(=O)(=O)CC(=O)NCCc2ccc(OC)c(OC)c2)c2ccccc21	i	-0.5	18.0
C=CCNC(=S)NNC(=O)c1ccc(OC(C)C)cc1	i	0.2	9.4
O=S1(=O)N=C(N/N=C/C=C/c2ccccc2)c2ccccc21	i	0.9	10.3
C=CCc1c(C)nc(C)nc1N/N=C/c1ccccc1O	i	-0.2	8.2
Cc1cccc(-c2nnc(SCC#N)n2-c2ccccc2)c1	i	2.5	25.6
CC(C)n1cnc2c(NCc3ccccc3)cc(N[C@@H](CO)Cc3ccccc3)cc21	x	0.0	33.2
C=C(C)CNC(=S)Nc1cccc(S(=O)(=O)NC2=NCCC2)c1	i	-1.0	15.2
Cc1cccc(NC(=O)CCC(=O)c2cccs2)n1	i	-1.0	3.2
O=[N+]([O-])c1ccc2nc(C(O)C(O)c3nc4ccc([N+](=O)[O-])cc4[nH]3)[nH]c2c1 (stereo not drawn)	i	0.0	24.6
O=C(Nc1nnc(C2CCCCC2)s1)c1cccs1	i	0.8	16.4

Individual results from above.
Under STK33 kinase inh, CC(=O)Oc1c(C)c(=O)n(C)c2ccccc12 is listed with -0.9
Under OX1R antag, CCN(CC)C(=O)Cn1cc(S(=O)(=O)CC(=O)NCCc2ccc(OC)c(OC)c2)c2ccccc21 is listed with 18.0
Under OX1R antag, CC(C)n1cnc2c(NCc3ccccc3)cc(N[C@@H](CO)Cc3ccccc3)cc21 is listed with 33.2
